B2AR arrestin ag: qHTS assay of beta-arrestin-biased ligands of beta2-adrenergic receptor: NCGC Sytravon Library Screen | 44,000 tested, under 10 active | Potency, µM (series often up to 46.1 µM), for inactives: at the highest dose activation, usual class: activators | Beta-2 adrenergic receptor (Homo sapiens), P07550 | HTLA Tango cells, beta-arrestin recruitment, luciferase luminescence, 18 h;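 also: potency is read from the fitted curve at half-maximal effect; 0% = DMSO and full agonism = EC100 isoproterenol or metaproterenol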
Target sequence (P07550 whole entry, looked up): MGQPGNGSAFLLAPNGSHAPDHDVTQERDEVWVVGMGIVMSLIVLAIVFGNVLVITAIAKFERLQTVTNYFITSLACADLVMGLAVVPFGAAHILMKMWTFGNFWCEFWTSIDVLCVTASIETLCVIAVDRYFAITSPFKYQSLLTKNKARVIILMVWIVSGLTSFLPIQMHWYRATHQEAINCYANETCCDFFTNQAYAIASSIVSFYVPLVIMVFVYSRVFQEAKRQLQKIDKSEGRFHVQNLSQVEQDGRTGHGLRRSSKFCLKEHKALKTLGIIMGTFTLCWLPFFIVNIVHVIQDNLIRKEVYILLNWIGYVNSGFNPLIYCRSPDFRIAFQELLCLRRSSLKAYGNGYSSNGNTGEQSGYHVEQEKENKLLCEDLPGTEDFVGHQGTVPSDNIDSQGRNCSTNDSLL
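Luminescence read-out: arrestin recruitment to recombinant beta2-AR releases tTA, inducing luciferase. Cells exposed 18 hr at 37 degrees C to up to 46 microM compound; %Activity from corrected signal, concentration-response curves classified by r2, magnitude and efficacy.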
GALK inh: qHTS Assay for Inhibitors of Human Galactokinase (GALK): NCGC Sytravon Library Screen | 44,000 tested, under 10 active | recombinant GALK, Kinase-Glo ATP luminescence, 1 h | P51570 | Potency, µM (titrated, usually from 57.5 µM), without a hit: top-dose activity, negative = inhibition, most hits filed as inhibitors;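 also: plate controls were full GALK reaction for no effect and reaction lacking GALK for full effect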
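Luminescent ATP-depletion readout (Kinase-Glo Plus) after 1 h room-temperature incubation of human GALK (5 nM) with galactose 100 µM and ATP 35 µM, pH 8.0 HEPES/Mg2+ buffer; compounds tested in qHTS format.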
FH mod: Identification of activators of human fumarate hydratase by quantitative high-throughput screening; Fumarate hydratase, mitochondrial (Homo sapiens), P07954; FH coupled MDH/diaphorase resazurin fluorescence, 15 min; Potency, µM (doses to about 79.9 µM), inactives show at the top dose activity change, negative = inhibition, most hits filed as inhibitors; 54,000 compounds, 0.22% hits; AID 1347055, 2019; also: potency is read from the fitted curve at half-maximal effect; % is scaled to controls: 0 for no effect and ±100 for the full control effect; the screen sought activators but most active calls are inhibition curves; nearly all actives have a fitted effect of over 45% in size
Target sequence (P07954 whole entry, looked up): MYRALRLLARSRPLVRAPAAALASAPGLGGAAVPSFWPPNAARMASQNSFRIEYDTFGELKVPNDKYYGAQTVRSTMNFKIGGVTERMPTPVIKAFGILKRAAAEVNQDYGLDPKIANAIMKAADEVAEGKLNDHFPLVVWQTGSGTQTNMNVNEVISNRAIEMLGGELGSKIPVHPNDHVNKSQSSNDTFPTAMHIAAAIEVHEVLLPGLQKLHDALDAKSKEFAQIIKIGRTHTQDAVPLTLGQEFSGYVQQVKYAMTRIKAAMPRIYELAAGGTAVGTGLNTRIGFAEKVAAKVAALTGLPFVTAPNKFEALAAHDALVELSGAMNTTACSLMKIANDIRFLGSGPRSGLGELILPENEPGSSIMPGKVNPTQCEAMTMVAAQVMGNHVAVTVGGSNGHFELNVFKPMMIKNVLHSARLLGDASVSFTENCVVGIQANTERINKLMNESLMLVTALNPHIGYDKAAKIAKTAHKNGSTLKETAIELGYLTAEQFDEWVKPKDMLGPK
p53null 32C tox: qHTS Screen for Compounds that Selectively Target Cancer Cells with p53 Mutations: Cytotoxicity of p53 Null Cells at the Permissive Temperature; H1299-neo p53 null cells, ATP luminescence, 24 h, 32C; Potency, µM (highest dose often 46.1 µM), for inactives: top-dose activity change, negative = cytotoxicity, actives largely listed as cytotoxic; 55,000 compounds, 0.62% hits;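 also: potency is read from the fitted curve at half-maximal effect; 0% = DMSO only and -100% = full killing by 100 µM tamoxifen; nearly all actives have a fitted effect of over 55% in size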
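ATP-content luminescence in p53-null H1299-neo cells after 24 h compound exposure (up to 46 uM) at 32C permissive temperature; 0% and 100% killing set by DMSO and 100 uM tamoxifen; Hill-equation AC50.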
p53null 39C tox: qHTS Screen for Compounds that Selectively Target Cancer Cells with p53 Mutations: Cytotoxicity of p53 Null Cells at the Nonpermissive Temperature | Potency, µM (doses to about 46.1 µM), inactives show at the top dose activity, negative = cell killing, most hits filed as cytotoxic | H1299 p53-null (neo) cells, 39C, ATPlite viability, 24 h | 55,000 compounds, 0.97% hits | AID 904, 2007;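 also: potency is read from the fitted curve at half-maximal effect; 0% = DMSO only and -100% = full killing by 100 µM tamoxifen; nearly all actives have a fitted effect of over 50% in size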
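Luminescent ATP signal reported cell survival after H1299 lines (neo, p53 null; or p53 A138V) received up to 46 uM compound and 24 hr incubation at 39C.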
NTMT1 inh: Primary qHTS for Inhibitors of N-terminal methyltransferase 1 (NTMT1): MTaseGlo Assay | N-terminal Xaa-Pro-Lys N-methyltransferase 1 (Homo sapiens), Q9BV86 | NTMT1 MTase-Glo SAH luminescence, purified enzyme | Potency, µM (top dose mostly 114 µM), without a hit: at the highest dose activity change, negative = inhibition, most hits filed as inhibitors | 59,000 compounds, 2.5% hits;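 also: potency is read from the fitted curve at half-maximal effect; plate controls were DMSO vehicle for no effect and no enzyme for full effect; nearly all actives have a fitted effect of over 65% in size; many of its hits are not listed in these tables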
TSG101-PTAP inh: qHTS Validation Assay for Inhibitors of HIV-1 Budding by Blocking the Interaction of PTAP/TSG101: Sytravon Library Screen. Fluorescence polarization, FITC-PTAP peptide/Tsg101, 20 min. Tumor susceptibility gene 101 protein (Homo sapiens), Q99816. Potency, µM (top dose mostly 115 µM), for the others: at the highest dose activity change, negative = inhibition, hits mostly inhibitors. 44,000 tested, under 10 active; also: potency is read from the fitted curve at half-maximal effect; 0% is about no effect
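FITC-labeled PTAP peptide (50 nM final) binding to Tsg101 binding domain (10 uM final) read by fluorescence polarization after 20 min at r.t. in HEPES pH 7.5 buffer. Actives by CRC class, <25 µM.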
Active calls of the source: *; ? = inconclusive; [ ] = remark or other dose. Calls follow the shape of the dose curve; as a rule, active = well fitted curve in the direction sought with a large enough effect; inconclusive = small, poorly fitted or top-dose-only effect, or another doubt; inactive = no such curve, though single readings can be large; an effect the other way counts as inactive or inconclusive. This is a subset; rates above refer to the full screens.

Second line of a record: NTMT1 inh | p53null 32C tox | FH mod | B2AR arrestin ag | TSG101-PTAP inh | GALK inh | p53null 39C tox
Cc1c(C(=O)N(C)C)sc2c1c(=O)n(-c1ccc(Cl)c(Cl)c1)c(=O)n2Cc1ccc(F)cc1
  -17% | -5% | -8% | 0% | -3% | -1% | 5%
COc1ccc(CNC(=O)c2ccc(CNS(=O)(=O)c3ccc(F)cc3)cc2)cc1
  ? | 0% | -12% | 0% | 2% | -1% | 6%
CCOc1ccc(NCc2cccn2-c2nnc(N3CCC(C(=O)NCC(C)c4ccccc4)CC3)s2)cc1 (stereo unspecified)
  -6% | -3% | -15% | -1% | 0% | 1% | 4%
COc1ccc(C)cc1NC(=O)N(Cc1ccc(C)o1)C1CCN(C(C)=O)CC1
  10% | 7% | ? | -1% | 1% | 0% | -1%
Cc1ccc(Cn2c(=O)c3cccnc3n(Cc3ccc(F)cc3)c2=O)cc1
  0% | -10% | -13% | 0% | 2% | 3% | -3%
O=C(NC1CCCC1)c1ccc2c(c1)N(Cc1ccc(F)cc1)C(=O)c1ccccc1S2
  6% | -9% | 0% | 3% | -1% | 1% | 0%
O=C(Cn1ccn(-c2ccc(F)cc2)c(=O)c1=O)Nc1ccc(F)cc1
  7% | -8% | 7% | 0% | 2% | 2% | -23%
COc1ccc(C)c2sc(NC(=O)c3ccc(S(=O)(=O)N(C)C)cc3)nc12
  16% | -7% | -15% | 0% | 2% | 0% | -12%
Cc1nnc(NC(=O)CSc2nccn2-c2cccc(Cl)c2)s1
  -8% | 7% | 2% | 0% | 1% | 2% | 12%
COc1ccccc1CNC(=O)CCCc1nnc2n(CC(C)C)c(=O)c3sccc3n12
  -1% | 8% | -11% | -1% | -7% | 5% | 11%
CC(=O)c1ccc(NC(=O)CCc2c(C)nn(-c3ccc4nncn4n3)c2C)cc1
  -21% | ? | 26% | 0% | 1% | 1% | 13%
CCOc1ccc(-n2c(C)nc3cc(C(=O)NCCC4=CCCCC4)ccc32)cc1
  7% | 25% | ? | 4% | 2% | 3% | 8%
Cc1ccc2[nH]c3c(=O)n(CC(=O)NCCc4ccc(Cl)cc4)ncc3c2c1
  0% | -2% | -11% | 0% | 1% | 1% | -12%
CCOc1ccc(NC(=O)C(=O)NCCc2csc(-c3ccc(C)cc3)n2)cc1
  -1% | -1% | 7% | -1% | -8% | 0% | 17%
Cc1nn(C(=O)c2cccc([N+](=O)[O-])c2C)c(C)c1S(=O)(=O)N1CCOCC1
  -4% | 0% | -4% | -1% | -10% | -2% | -2%

Exported bar-delimited: part of the list above
smiles | NTMT1 inh | p53null 32C tox | FH mod | B2AR arrestin ag | TSG101-PTAP inh | GALK inh | p53null 39C tox
CC(=O)c1ccc(NC(=O)CCc2c(C)nn(-c3ccc4nncn4n3)c2C)cc1 | -21% | ? | 26% | 0% | 1% | 1% | 13%
CCOc1ccc(NC(=O)C(=O)NCCc2csc(-c3ccc(C)cc3)n2)cc1 | -1% | -1% | 7% | -1% | -8% | 0% | 17%

New compounds follow.
Second line of a record: NTMT1 inh | p53null 32C tox | FH mod | B2AR arrestin ag | TSG101-PTAP inh | GALK inh | p53null 39C tox
Cc1cc(C)c(S(=O)(=O)Nc2ccc3oc4c(c3c2)CCCC4)cc1C
  16% | 92%[activator] | ? | 1% | -1% | 0% | ?
CN1C(=O)C2(c3ccccc31)N(c1ccc(Br)cc1)C(=O)CS2(=O)=O (stereo unspecified)
  8% | 6% | -10% | 2% | 1% | -1% | -27%
CC(C)CC(NS(=O)(=O)c1ccc2c(c1)oc(=O)n2C)C(=O)NCCc1ccc(Cl)cc1 (stereo unspecified)
  5% | -6% | -16% | 0% | 0% | 6% | 12%
O=C(NCc1cccc(Cl)c1)c1c2c(nc3ccccc13)C(=O)N(C1CCCCC1)C2
  ? | 1% | ? | 3% | -2% | -1% | 13%
Cc1cn2c(=O)cc(COC(=O)c3cccc(NC(=O)COc4ccccc4)c3)nc2s1
  -22% | -7% | -3% | 0% | 0% | 0% | -16%
COc1cc(NC(=O)Cn2cnc3sc(C)c(S(=O)(=O)N4CCC(C)CC4)c3c2=O)cc(OC)c1OC
  -6% | 7% | 3% | 1% | -6% | 1% | 7%
COc1cccc(NC(=O)c2oc3ccc(S(=O)(=O)N4CCCCCC4)cc3c2C)c1
  -5% | 0% | ? | -1% | 15% | -4% | -5%
Cc1nn(C)c(C)c1S(=O)(=O)N(CC(=O)NCCc1ccccc1)c1ccc(C(C)C)cc1
  4% | -3% | 16% | 0% | 3% | 5% | -9%
Cc1ccc(NC(=O)CSc2nc3c(oc4ccccc43)c(=O)n2-c2ccc(F)cc2)c(C)c1
  4% | 1% | -10% | 0% | -5% | 7% | 35%[activator]
CC(C)OCCCNC(=O)CN1C(=O)CSc2ccc(S(=O)(=O)N3CCCCC3)cc21
  -4% | -2% | -17% | 1% | -2% | -3% | 13%
Cc1c(-c2nc(-c3ccccc3F)no2)nnn1-c1cc(F)ccc1F
  8% | ? | -1% | 2% | -3% | -3% | 3.2µM*
CCCn1c(SCc2nc(-c3ccccc3C)no2)nnc1-c1ccc(Cl)cc1
  -2% | 22% | ? | 1% | 5% | -2% | ?
CCC1Oc2ccccc2N(CC(=O)NCc2ccc(C)cc2)C1=O (stereo unspecified)
  3% | 1% | -5% | -1% | -5% | -2% | 3%
COc1cccc(N2CC(NC(=O)c3cc4ccccc4o3)CC2=O)c1 (stereo unspecified)
  -2% | -7% | 28% | -3% | -3% | -3% | 22%
COc1ccc(C(=O)NCCc2sc(-c3ccc(F)cc3)nc2C)cc1OC
  -1% | -6% | -1% | 1% | -4% | 1% | 1%

No new results follow: entries from further up.
Second line of a record: NTMT1 inh | p53null 32C tox | FH mod | B2AR arrestin ag | TSG101-PTAP inh | GALK inh | p53null 39C tox
COc1cccc(N2CC(NC(=O)c3cc4ccccc4o3)CC2=O)c1 (stereo unspecified)
  -2% | -7% | 28% | -3% | -3% | -3% | 22%
COc1ccc(C(=O)NCCc2sc(-c3ccc(F)cc3)nc2C)cc1OC
  -1% | -6% | -1% | 1% | -4% | 1% | 1%

Next part
Second line of a record: NTMT1 inh | p53null 32C tox | FH mod | B2AR arrestin ag | TSG101-PTAP inh | GALK inh | p53null 39C tox
Cc1nn(C(=O)c2ccc(Cl)cc2)c(C)c1S(=O)(=O)N1CCOCC1
  -15% | -5% | -1% | 2% | -2% | 0% | -3%
COc1ccccc1Nc1nc(-c2ccccc2F)nc2ccccc12
  2% | 1% | -7% | -2% | -4% | 0% | 5%
COc1cc(CN2CCN(S(=O)(=O)c3ccccc3)CC2)cc(OC)c1O
  -9% | 0% | ? | 0% | -3% | ? | -2%
COc1ccccc1CNC(=O)CCC(=O)N1CC(C)Sc2ccccc21 (stereo unspecified)
  ? | 10% | -4% | 0% | -3% | 0% | -9%
Cc1nc2ccn(Cc3ccccc3)c(=O)c2cc1C(=O)NCc1ccccc1F
  -6% | -9% | -12% | -1% | 1% | 2% | -8%
CCOCCc1nn2c(=O)cc(COC(=O)C(CC)c3ccccc3)nc2s1 (stereo unspecified)
  -8% | -2% | 0% | -1% | -2% | -1% | 11%
O=C(Nc1ccc(Cl)c(C(F)(F)F)c1)c1nc2ccccc2nc1N1CCCCC1
  -4% | 0% | -30% | -2% | 1% | -1% | -6%
O=C(CSc1nc2ncccc2o1)Nc1ccc(Cl)cc1F
  15% | -10% | -3% | 0% | -4% | -1% | -9%
O=C(Cn1c(SCc2ccccc2F)nc2cccnc21)Nc1ccc(F)c(Cl)c1
  0% | 1% | ? | 2% | -1% | 3% | ?
CCCn1c(=N)c(C(=O)NCc2cccnc2)cc2c(=O)n3cccc(C)c3nc21
  8% | -1% | -2% | 1% | -1% | -13% | -3%
Cc1ccc(S(=O)(=O)C(CNC(=O)c2ccc(F)c(F)c2)c2ccco2)cc1 (stereo unspecified)
  19% | -3% | 8% | -3% | -7% | 3% | 17%
Cc1c(Cl)cccc1-n1ncc(C(=O)Nc2ccc(Br)cc2F)c1C1CCNCC1
  ? | 12% | 0% | -1% | -7% | 2% | -8%
CCc1cccc(NC(=O)CCNS(=O)(=O)c2ccc3c(c2)CCN3C(C)=O)c1
  7% | 9% | -6% | 0% | 0% | 0% | -6%
O=[N+]([O-])c1cc(-c2nc(-c3ccccn3)no2)ccc1NCc1ccccc1
  14% | 0% | 3% | -4% | 0% | 4% | 0%
Cc1ccc(OCCSc2nc3ccccc3n2CC(=O)N2CCCCC2)cc1C
  18% | 8% | -18% | -1% | 0% | 3% | -8%

Two entries from above, as labelled records.
Cc1c(Cl)cccc1-n1ncc(C(=O)Nc2ccc(Br)cc2F)c1C1CCNCC1
  NTMT1 inh = ?
  p53null 32C tox = 12%
  FH mod = 0%
  B2AR arrestin ag = -1%
  TSG101-PTAP inh = -7%
  GALK inh = 2%
  p53null 39C tox = -8%
CCc1cccc(NC(=O)CCNS(=O)(=O)c2ccc3c(c2)CCN3C(C)=O)c1
  NTMT1 inh = 7%
  p53null 32C tox = 9%
  FH mod = -6%
  B2AR arrestin ag = 0%
  TSG101-PTAP inh = 0%
  GALK inh = 0%
  p53null 39C tox = -6%

The results go on.
Second line of a record: NTMT1 inh | p53null 32C tox | FH mod | B2AR arrestin ag | TSG101-PTAP inh | GALK inh | p53null 39C tox
CCOC(=O)c1ccc(NC(=O)C(CC)Sc2nc3ncccc3o2)cc1 (stereo unspecified)
  7% | -20% | -13% | 2% | -7% | 4% | ?
Cc1ccc(CCNC(=O)c2cc(C)nc3c2c(C)nn3-c2ccc(C)cc2)cc1
  -4% | 1% | 6% | 0% | 1% | 0% | 10%
COc1cccc(CNC(=O)C2CCN(c3nnc(-n4c(C)ccc4C)s3)CC2)c1
  3% | -1% | -7% | -3% | -3% | 8% | -27%
COC(=O)c1cccc(NC(=O)c2nsc3ccccc23)c1
  45µM* | 3.2µM* | -8% | -3% | -1% | 7% | 7.1µM*
COc1ccc(Cl)cc1NC(=O)Cn1nnc(C(=O)NCc2cccs2)c1N
  6% | 22% | -2% | 1% | 0% | 0% | -9%
COc1ccc(Nc2nnc(-c3cc4cc(Cl)ccc4oc3=O)s2)cc1
  5% | 0% | 1% | 0% | 0% | 0% | 12%

High-throughput results: PubChem BioAssay, National Center for Advancing Translational Sciences (NCATS)
